DAGLB inhibitor: DAGLB lipase inhibitors, primary screen, biochemical, fluorescence, HTS. Diacylglycerol lipase-beta (Homo sapiens), Q8NCG7. inhibition, % at 5.17 µM. 340,000 compounds, 0.059% hits. HEK293T DAGLB membrane lysate, EnzChek fluorogenic substrate; in the data active = inhibition above about 34%;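 note: 0% = enzyme with vehicle and 100% = wells lacking enzyme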
PKA-R2B act: activators of PKA-R2B holoenzyme, primary screen, biochemical, fluorescence polarization, Cy5-IP20, human | cAMP-dependent protein kinase catalytic subunit beta (Homo sapiens) + cAMP-dependent … | PKA-R2B holoenzyme dissociation; R2B truncated from residue 108, S112A mutant; 0% DMSO only, 100% 113 µM cGMP | activation, % at 11.4 µM | 340,000 compounds, 0.079% hits;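 active = activation above a cutoff set at the mean over all compounds plus 3 SD, cut at about 18% in these data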;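 note: higher means more holoenzyme dissociation and a rise in polarization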
HTR5A ag: HTR5A agonists in luminescence cell assay, primary screen, counter-screen for OPRM1-OPRD1 heterodimer agonist project, full-deck HTS. 5-hydroxytryptamine receptor 5A (Homo sapiens), P47898. cell-based. 340,000 compounds, 0.61% hits. activation, % at 9.3 µM; in the data active = activation mostly above about 9.5%, no sharp cut-off; inactive = mostly below about 7.6%;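 note: 0% = cells with vehicle only and 100% = reference agonist; strong numbers were not always called active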
OPRM1-OPRD1 inv: inverse agonists of MOR-DOR heterodimerization, primary screen, cell-based, luminescence; cell-based MOR-DOR heterodimer luminescence, inverse agonism; inhibition, % at 9.3 µM; 340,000 compounds, 0.21% hits; Mu-type opioid receptor (Homo sapiens) + Delta-type opioid receptor (Homo sapiens), …; AID 504357, 2011; in the data active = inhibition above about 22%, passing the limit was not always enough;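 note: 0% = cells with DMSO and 100% = wells without cells with DMSO; values of inactives mirror those of a sister screen read the other way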
MOR-DOR ag: agonists of OPRM1-OPRD1 heterodimerization, primary screen, cell-based, luminescence. activation, % at 9.3 µM. 340,000 compounds, 0.3% hits. AID 504326, 2011. cells. Mu-type opioid receptor (Homo sapiens) + Delta-type opioid receptor (Homo sapiens), …; in the data active = activation above about 18%;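 note: 0% = vehicle-treated cells and 100% = reference agonist; values of inactives mirror those of a sister screen read the other way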
V-ATPase pHluor: regulators of yeast V-ATPase proton pumping, primary screen, pHLuorin cytosolic pH fluorescence | S. cerevisiae | response, % at 10 µM | 350,000 compounds, 0.37% hits | AID 504577, 2011; in the data active = response mostly above about 7.3%, no sharp cut-off; inactive = mostly below about 5.4%; note: actives read high; inactives centre near 0; some compounds called inactive have numbers as strong as hits; reference of the scale not given here
HTR5A inv ctr: HTR5A inverse agonists in luminescence cell assay, primary screen, counter-screen for OPRM1-OPRD1 heterodimer inverse agonist project, full-deck HTS; inhibition, % at 9.3 µM; 340,000 compounds, 0.083% hits; AID 504634, 2011; HTR5A cell line, inverse agonism; in the data active = inhibition mostly above about 23%, no sharp cut-off; inactive = mostly below about 18%;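 note: 0% = cells with DMSO and 100% = no-cell wells with DMSO; some compounds called inactive have numbers as strong as hits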
Pemphigus Ab inh: inhibitors of pemphigus antibody binding to DSG3, primary screen, biochemical, bead-based, flow cytometry, scFv-GFP; binding (percent of control), % at 10 µM; DSG3-coupled beads, scFv-anti-DSG3-GFP binding; active compounds read low; AID 588358, 2011; 310,000 compounds, 0.48% hits;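 active = binding more than 3 SD below its plate's average and above zero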;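 note: hits lower antibody fragment binding to DSG3; some compounds called inactive have numbers as strong as hits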
Target sequence (P32926 whole entry, looked up, the tested form may be a part): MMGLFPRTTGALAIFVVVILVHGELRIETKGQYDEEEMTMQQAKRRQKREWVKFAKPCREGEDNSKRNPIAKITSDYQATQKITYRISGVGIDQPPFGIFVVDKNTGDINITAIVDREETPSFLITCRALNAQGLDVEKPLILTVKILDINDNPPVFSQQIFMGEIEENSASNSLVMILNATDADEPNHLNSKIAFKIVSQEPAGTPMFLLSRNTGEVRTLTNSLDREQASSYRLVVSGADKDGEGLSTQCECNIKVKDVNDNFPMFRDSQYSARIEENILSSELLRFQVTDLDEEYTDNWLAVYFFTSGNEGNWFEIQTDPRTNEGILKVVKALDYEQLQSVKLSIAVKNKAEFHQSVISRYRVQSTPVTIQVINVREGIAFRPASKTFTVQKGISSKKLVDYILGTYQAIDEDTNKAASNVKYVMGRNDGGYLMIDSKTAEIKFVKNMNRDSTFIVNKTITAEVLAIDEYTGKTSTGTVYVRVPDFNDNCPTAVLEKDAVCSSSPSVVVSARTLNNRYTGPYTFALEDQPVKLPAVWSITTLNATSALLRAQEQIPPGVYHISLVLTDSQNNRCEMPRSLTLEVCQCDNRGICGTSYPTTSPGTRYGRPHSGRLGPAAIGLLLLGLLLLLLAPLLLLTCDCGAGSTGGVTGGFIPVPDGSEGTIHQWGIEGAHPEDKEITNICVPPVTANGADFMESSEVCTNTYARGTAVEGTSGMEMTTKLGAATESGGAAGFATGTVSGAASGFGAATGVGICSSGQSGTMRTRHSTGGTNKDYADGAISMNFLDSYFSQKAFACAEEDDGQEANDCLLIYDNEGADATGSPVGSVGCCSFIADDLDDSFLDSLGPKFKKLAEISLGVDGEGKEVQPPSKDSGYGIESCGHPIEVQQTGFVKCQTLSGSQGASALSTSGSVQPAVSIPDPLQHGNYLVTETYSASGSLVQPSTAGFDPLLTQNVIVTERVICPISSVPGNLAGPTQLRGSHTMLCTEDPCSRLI
Arr AP2 block: inhibitors of beta-arrestin/AP2 binding, primary screen, biochemical, GPCR trafficking, flow cytometry; beta-arrestin 1 C-terminal peptide binding to AP2 beta2-adaptin appendage (human); FITC-arrestin peptide / GST-AP2 beads; AP2 beta2 appendage carries R879A mutation; inhibition, % at 10 µM; 340,000 compounds, 0.31% hits;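 active = inhibition above a set limit, near 3 SD of compounds lacking own fluorescence, cut at about 54% in these data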;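 note: plate controls were DMSO wells for no effect and 5 µM unlabelled arrestin peptide for full effect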
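test system = AP2 appendage R879A on GSH beads | buffer or medium = PBS plus Tween 20 (0.05%) and BSA (0.1%) | incubation = 12 min plus 1 h, RT | detection = bead flow cytometry, FITC channel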
PKA-R1A act: activators of PKA-R1A holoenzyme, primary screen, biochemical, fluorescence polarization, Cy5-IP20, bovine R1A, mouse PKAc; PKA-R1A dissociation; scaled: DMSO 0%, 113 µM cGMP 100%; activation, % at 11.4 µM; 340,000 compounds, 0.083% hits;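 active = percent activation above the mean of all tested compounds plus 3 SD, cut at about 19% in these data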;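 note: higher means more PKAc released from R1A so a rise in polarization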
An asterisk follows results filed as active; nt = not tested or not shown.

mol	DAGLB inhibitor	PKA-R2B act	HTR5A ag	OPRM1-OPRD1 inv	MOR-DOR ag	V-ATPase pHluor	HTR5A inv ctr	Pemphigus Ab inh	Arr AP2 block	PKA-R1A act
COc1ccc(NC(=O)NC(C)(C(F)(F)F)C(F)(F)F)cc1	-3	-4	1	-4	1.0	-5	-10	115	-8	-1
CC(=O)c1cccc(NC(=O)Cn2c(=O)oc3cc(S(=O)(=O)N4CCCC4)ccc32)c1	-1	-14	3	10	-2.1	5	-9	98	-9	-1
COc1cc(NC(=O)c2cc(C(C)C)on2)c(OC)cc1Cl	-20	7	0	-4	0.8	-1	-26	nt	21	2
COc1ccc(OC)c(/C=N/NC(=O)c2cc3c(OC)c(OC)ccc3[nH]2)c1	1	6	7	-13	2.1	0	-13	91	-3	-10
Cn1cnnc1SCC(=O)Nc1ccc(Cl)cc1	-3	3	-3	12	-2.5	3	10	88	2	9
Cc1nc2sc(C(c3ccc(F)cc3)N3CCN(C(=O)c4ccco4)CC3)c(O)n2n1 (stereo not drawn)	0	-1	2	16	-3.6	-2	17	100	28	5
O=C(N/N=C/c1ccc(Cl)c([N+](=O)[O-])c1)c1ccc2c(c1)OCCO2	-2	-7	-4	4	-0.9	-3	-12	94	30	-1
O=C(c1cccc(N2C(=O)C3C4C=CC(C4)C3C2=O)c1)N1CCN(c2ccccc2Cl)CC1 (stereo not drawn)	-1	-4	-3	13	-2.5	-1	-23	nt	12	9
COC(=O)C1=CN(c2ccc(OC)cc2)C=C(C(=O)OC)C1c1ccc(C)c([N+](=O)[O-])c1	-5	-10	2	6	-1.1	0	-7	100	35	-8
COc1cccc(NC(=O)c2cc([N+](=O)[O-])ccc2NC(=O)CNCC2CCCO2)c1 (stereo not drawn)	-2	3	5	-9	1.2	-2	-12	97	10	-10
O=C(CSCc1cccs1)N1CCCC1	0	1	-1	-4	0.6	9	-16	107	22	-7
CCCCc1ccc(NC(=O)C(=O)NCCN2CCN(C(=O)c3ccc([N+](=O)[O-])cc3)CC2)cc1	2	-7	4	-7	1.0	-3	-11	nt	-12	-3
Cc1ccccc1NC(=S)N(C)Cc1cn(C)c2ccccc12	0	8	8	-9	1.7	-4	15	87	6	-1
CCOC(=O)c1sc2nc(C)nc(NCc3ccccc3)c2c1C	-12	-1	5	-36	7.1	0	-19	96	38	7
CCOC(=O)CNC(=O)C(CC(C)C)NC(=O)C1CCCCC1 (stereo not drawn)	-2	0	1	14	-2.3	0	3	nt	-5	-2
CCCN(CCC)C(=O)CC(c1ccccc1)C1CCOC(C)(C)C1 (stereo not drawn)	-2	-11	1	8	-1.7	3	3	100	30	-5
CCOC(=O)C1=C(C)NC2=C(C(=O)CCC2)C1c1coc2ccccc2c1=O (stereo not drawn)	3	-3	-5	-2	0.4	1	14	100	0	-2
N#Cc1cccc(NC(=O)c2ccccc2C(=O)O)c1	3	-10	0	6	-1.1	5	15	104	-8	-2
CCOC(=O)N1CCN(S(=O)(=O)c2cc(OCC(=O)NC3CCCCC3)c(C)cc2Cl)CC1	2	2	5	-5	1.0	4	-6	103	8	1
NC(=O)c1ccc(N2CCN(c3ccccc3F)CC2)c([N+](=O)[O-])c1	2	0	2	5	-1.0	-1	-5	104	-9	-9
CCOc1ccc(S(=O)(=O)N2CCC(C(=O)NC3CCCC3)CC2)cc1	1	-1	4	14	-2.5	3	-14	103	2	-4
Cc1cccc(NC(=S)N2CCn3cccc3C2c2cccnc2)c1 (stereo not drawn)	1	1	-4	8	-1.5	-5	14	97	-26	3
CC1CCC(NC(=O)CCNC(=O)c2ccc(Br)cc2)CC1 (stereo not drawn)	0	-4	10	-11	1.7	-4	-30	104	9	0
CCCCCCCCNS(=O)(=O)CCNC1CC1	-2	4	-1	-9	2.0	-3	5	104	-7	5
Cc1ccc(C(=O)Nc2cc(=O)n(C)c(=O)n2C)o1	1	-4	-9	11	-2.4	-3	22	101	-2	4
CCOC(=O)N1CCN(Cc2ccc(OCC(O)CN3CCCCC3)cc2)CC1 (stereo not drawn)	1	2	2	-3	0.5	3	-6	104	-15	-7
Cc1ccc2c(c1)C(c1ccccc1)N(C(=O)c1ccccc1)CC(=O)N2 (stereo not drawn)	2	-2	2	11	-2.1	0	-8	93	-5	-15
CCn1c(SCCOc2ccc(OC)cc2)nnc1C(CO)NC(=O)c1ccc(OC)cc1 (stereo not drawn)	2	-5	-3	13	-2.6	1	6	103	2	-12
CCCCC(=O)Nc1ccc(NC(=S)NC(=O)c2cccs2)cc1OC	-3	-7	0	9	-1.7	2	36	94	0	10
CCOc1ccccc1N(CC(=O)OC)S(C)(=O)=O	0	-12	-3	6	-1.0	0	-7	100	-12	-5
CCOC(=O)N1CCN(c2ccc(C(F)(F)F)cn2)CC1	-8	-13	1	-3	0.5	-1	15	94	14	-8
CNCCCC1Sc2ccccc2Oc2ccccc21 (stereo not drawn)	0	-7	-1	8	-1.3	-3	-19	90	2	3
C/C(Cn1nnc([N+](=O)[O-])n1)=N\NC(=O)c1ccc(O)cc1O	-3	-4	-1	-38	7.3	0	5	98	20	-10
CN1C(=O)[C@H]2[C@@H](c3ccc(C(F)(F)F)cc3)N[C@]3(CCCN(Cc4ccc(C(F)(F)F)cc4)C3=O)[C@H]2C1=O	-4	8	nt	nt	nt	3	nt	107	nt	-8
CCOc1ccc(CCNC(=O)CCC(=O)N2CCOc3ccccc32)cc1OCC	-2	-3	1	0	-0.1	2	5	101	5	-3
COc1ccc(C(C(C(=O)c2cccs2)N2CCOCC2)N2CCOCC2)cc1OC (stereo not drawn)	1	3	-4	15	-2.6	2	0	109	7	2
C=CCN(CC=C)S(=O)(=O)c1ccc2nc(NC(=O)C3CCCO3)sc2c1 (stereo not drawn)	-1	-11	-2	12	-2.2	-1	-17	98	-2	-6
O=C(NCc1cccnc1)c1nc(-c2ccc(C(F)(F)F)cc2)no1	-1	-4	1	1	-0.1	-5	-3	97	-8	0
CCCc1cc(-c2[nH]ncc2-c2ccc3c(c2)OCCCO3)c(O)cc1O	3	-8	1	-61	12	-1	-11	102	9	-12
Cc1cc(C)c(C#N)c(N2CCN(Cc3ccc4c(c3)OCO4)CC2)n1	-16	-3	1	0	0.0	0	-3	99	5	-12

The final 2 records of the part above are carried over, then new ones follow:
mol	DAGLB inhibitor	PKA-R2B act	HTR5A ag	OPRM1-OPRD1 inv	MOR-DOR ag	V-ATPase pHluor	HTR5A inv ctr	Pemphigus Ab inh	Arr AP2 block	PKA-R1A act
CCCc1cc(-c2[nH]ncc2-c2ccc3c(c2)OCCCO3)c(O)cc1O	3	-8	1	-61	12	-1	-11	102	9	-12
Cc1cc(C)c(C#N)c(N2CCN(Cc3ccc4c(c3)OCO4)CC2)n1	-16	-3	1	0	0.0	0	-3	99	5	-12
O=S(=O)(c1ccccc1)N1CCN(c2nnnn2-c2ccccc2)CC1	0	-3	0	13	-2.2	-4	-4	106	2	3
O=C(CN1C(=O)/C(=C/c2ccccc2)Sc2ccccc21)NCCCN1CCOCC1	-2	-1	-2	17	-3.2	-1	7	108	4	-12
CC(=O)Nn1cc2c(=O)n(C)c(=O)n(C)c2c1	-4	-14	-1	0	0.0	4	4	101	3	5
CCOC(=O)c1c(C)oc(/N=C/c2ccccc2O)c1C#N	2	-8	-8	9	-1.6	-3	21	103	1	5
O=C(CCNC(=O)c1ccco1)Nc1ccc(Cl)c(C(F)(F)F)c1	-1	-18	-2	1	-0.1	2	7	nt	27	5
CCCNC(=O)C(NS(=O)(=O)c1cccc2nsnc12)c1ccccc1 (stereo not drawn)	-1	0	7	19	-3.1	0	-9	103	16	7
O=C(NCCc1cccc(F)c1)C1CCN(S(=O)(=O)c2ccccc2)CC1	1	-5	-1	12	-2.6	0	4	112	16	-10
CC(=O)OCC(OC(C)=O)C(OC(C)=O)C(OC(C)=O)C(=O)Nc1ccccc1C (stereo not drawn)	1	-2	1	14	-2.8	-3	-14	100	-2	-1
C/C(=N/NC(=O)c1cccc(C)c1)c1c(O)cc(C)oc1=O	0	6	4	1	-0.2	0	-11	103	37	-1
Cc1ccc(C)c(NC(=O)C2CCCN2S(=O)(=O)c2ccc3c(c2)n(C)c(=O)c(=O)n3C)c1 (stereo not drawn)	5	-5	6	14	-2.7	-1	-18	94	8	-4

Rows were taken by chance; about 2.4% have a hit in one of these screens.
